EPAC1 agonist – qHTS for Agonist of cAMP-regulated guanine nucleotide exchange factor 3 (EPAC1): primary screen | Rap guanine nucleotide exchange factor 3 (Homo sapiens), O95398 | EPAC1 agonist qHTS, biochemical assay; response scale: 100% = response to 6.5 mM cAMP | Potency, µM (highest dose often 154 µM), for inactives: top-dose activation, most hits filed as activators | 0.073% of 360,000 active | AID 720707, 2013; also: potency is read from the fitted curve at half-maximal effect; nearly all actives have a fitted effect of over 60% in size
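Normalized to 6.5 mM cAMP, activity reflects EPAC1-catalysed release of BODIPY-GDP from Rap1B, followed kinetically over 30 min at 480 nm excitation, 540 nm emission. Reaction contained 100 nM EPAC1, 250 nM Rap1B-BODIPY-GDP, 50 uM GDP.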
EPAC1 antagonist – qHTS for Antagonist of cAMP-regulated guanine nucleotide exchange factor 3 (EPAC1): primary screen | EPAC1 GEF assay, Rap1b-BODIPY-GDP exchange fluorescence | Rap guanine nucleotide exchange factor 3 (Homo sapiens), O95398 | 0.14% of 360,000 active | Potency, µM (titrated, usually from 115 µM), without a hit: at the highest dose activity change, negative = inhibition, usual class: inhibitors;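 also: potency is read from the fitted curve at half-maximal effect; plate controls were vehicle for no effect and positive control for full effect; nearly all actives have a fitted effect of over 50% in size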
IL-2 act – qHTS of IL-2 Activators; IL-2 activation reporter assay, cell-based qHTS; stimulated with anti-CD3/CD4/CD28 beads; in transgenic mouse T cells; activation, % (series mostly up to about 46 µM); 0.065% of 360,000 active; in the data active = activation above about 50%; inconclusive = mostly about 30% to 49%; also: 0% is about no effect
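Unstimulated transgenic mouse T cells; 60-min compound exposure; bead-based TCR/CD4/CD28 stimulation; 18 h culture, 37 degrees C; dual fluorescence (EGFP, DsRed) plate cytometry.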
PLK1 PBD inh – qHTS for Inhibitors of PLK1-PDB (polo-like kinase 1 - polo-box domain): Primary Screen; AID 720504, 2013; Serine/threonine-protein kinase PLK1 (Homo sapiens), P53350; Plk1 PBD binding of FITC phosphopeptide, fluorescence polarization; Potency, µM, without a hit: max response, negative = inhibition, usual class: inhibitors; 2.8% of 360,000 active; also: potency is read from the fitted curve at half-maximal effect; series mostly up to about 57 µM; % is scaled to controls: 0 for no effect and ±100 for the full control effect; nearly all actives have a fitted effect of over 65% in size
PI5P4K alpha inh – qHTS for Inhibitors of phosphatidylinositol 5-phosphate 4-kinase (PI5P4K); Phosphatidylinositol 5-phosphate 4-kinase type-2 alpha (Homo sapiens), P48426; PI5P4Kalpha enzyme, ADP-Glo luminescence, 60 min; active compounds read low; max response, %; 1.2% of 330,000 active; active = max response of -50% or lower; inconclusive = between -30% and -50%; inactive = -30% or higher; also: value at the top dose of about 77 µM; % is scaled to controls: 0 for no effect and ±100 for the full control effect
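ADP-Glo luminescence end-point after a 60 min room-temperature kinase reaction. PI5P4Kalpha and substrate in HEPES pH 7.4 buffer with EGTA, 0.1% CHAPS and 5% DMSO; ATP at 5 microM final.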
FUS yeast rescue – qHTS for Suppressors of FUS Proteinopathy: Primary screen using FUS-linked yeast assay | Potency, µM (doses to about 76.6 µM), inactives show at the top dose growth rescue (activation), most hits filed as activators | S. cerevisiae FUS-expressing, growth rescue, OD600, 24 h | 0.24% of 390,000 active;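 also: potency is read from the fitted curve at half-maximal effect; plate controls were DMSO vehicle for no effect and reference control for full effect; nearly all actives have a fitted effect of over 55% in size; some results filed as inactive show a strong effect at the top dose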
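Read-out: OD at 600 nm after 24hr at 30C, reporting rescue of FUS-induced yeast toxicity. Cells at OD 0.005 in galactose (2%) minimal medium; compounds tested in a dilution series; CP55940 titration from 92uM final as control.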
Abeta rescue – qHTS for compounds that reverse cellular toxicity of Amyloid beta (A-beta) peptide in yeast: Primary Screen; Potency, µM (series often up to 46.1 µM), for inactives: top-dose growth rescue, hits mostly activators; yeast expressing A-beta42, growth rescue, OD600, 48 h; response scale: 0% DMSO, 100% iron-clioquinol control; 0.063% of 410,000 active; also: potency is read from the fitted curve at half-maximal effect; nearly all actives have a fitted effect of over 55% in size
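Growth rescue measured by 600 nm absorbance after 48 h yeast culture at 30 C with compound. Values normalized between DMSO and an equimolar ferric chloride plus clioquinol control.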
WRN inhibitor – qHTS for Inhibitors of WRN Helicase | Potency, µM (titrated, usually from 114 µM), without a hit: top-dose activity change, negative = inhibition, usual class: inhibitors | Bifunctional 3'-5' exonuclease/ATP-dependent helicase WRN (Homo sapiens), Q14191 | AID 651768, 2012 | 0.46% of 360,000 active | WRN helicase unwinding, fluorescent forked duplex, kinetic; also: potency is read from the fitted curve at half-maximal effect; % is scaled to controls: 0 for no effect and ±100 for the full control effect; nearly all actives have a fitted effect of over 55% in size
Target sequence (Q14191 whole entry, looked up): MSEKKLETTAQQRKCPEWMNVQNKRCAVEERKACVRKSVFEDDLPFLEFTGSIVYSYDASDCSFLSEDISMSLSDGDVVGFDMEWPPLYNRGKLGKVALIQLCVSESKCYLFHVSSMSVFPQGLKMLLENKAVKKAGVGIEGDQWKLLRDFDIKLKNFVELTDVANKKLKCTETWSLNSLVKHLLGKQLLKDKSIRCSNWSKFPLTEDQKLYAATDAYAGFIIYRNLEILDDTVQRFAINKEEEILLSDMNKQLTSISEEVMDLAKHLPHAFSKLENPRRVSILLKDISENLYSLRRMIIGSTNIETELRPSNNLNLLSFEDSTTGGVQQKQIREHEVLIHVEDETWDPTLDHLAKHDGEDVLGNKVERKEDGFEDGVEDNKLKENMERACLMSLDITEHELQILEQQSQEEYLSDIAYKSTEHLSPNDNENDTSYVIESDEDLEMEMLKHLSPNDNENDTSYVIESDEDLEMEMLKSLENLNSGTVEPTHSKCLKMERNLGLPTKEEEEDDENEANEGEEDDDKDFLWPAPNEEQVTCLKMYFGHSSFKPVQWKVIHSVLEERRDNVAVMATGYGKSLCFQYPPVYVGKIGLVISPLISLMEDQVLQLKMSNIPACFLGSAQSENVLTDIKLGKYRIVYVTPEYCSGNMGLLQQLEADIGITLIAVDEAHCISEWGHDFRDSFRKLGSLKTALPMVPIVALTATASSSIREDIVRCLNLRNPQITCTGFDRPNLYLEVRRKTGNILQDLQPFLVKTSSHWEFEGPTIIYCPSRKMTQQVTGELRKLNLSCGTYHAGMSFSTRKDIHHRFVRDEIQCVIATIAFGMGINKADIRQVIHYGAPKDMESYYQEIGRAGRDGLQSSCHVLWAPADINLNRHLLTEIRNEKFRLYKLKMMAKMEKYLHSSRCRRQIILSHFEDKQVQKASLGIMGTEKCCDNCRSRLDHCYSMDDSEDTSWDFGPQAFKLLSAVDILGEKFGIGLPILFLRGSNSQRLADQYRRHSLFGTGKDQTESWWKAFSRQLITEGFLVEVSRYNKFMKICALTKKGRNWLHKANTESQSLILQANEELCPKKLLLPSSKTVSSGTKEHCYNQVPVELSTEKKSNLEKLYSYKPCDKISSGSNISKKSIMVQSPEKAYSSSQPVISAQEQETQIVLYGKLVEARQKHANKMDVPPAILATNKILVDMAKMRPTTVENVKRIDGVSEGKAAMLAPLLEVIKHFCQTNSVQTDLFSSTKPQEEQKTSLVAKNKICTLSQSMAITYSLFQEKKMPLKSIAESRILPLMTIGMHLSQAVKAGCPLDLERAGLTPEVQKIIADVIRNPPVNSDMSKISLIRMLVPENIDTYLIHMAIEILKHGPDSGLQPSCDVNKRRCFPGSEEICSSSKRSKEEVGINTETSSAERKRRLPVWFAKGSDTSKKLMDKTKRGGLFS
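Primary qHTS, 1536-well format. 20 nM WRN + compound, 15 min RT; start with 100 nM forked fluorophore/quencher duplex, 2 mM ATP (final); kinetic read ex 525/em 598 nm.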
aSyn rescue – qHTS of alpha-syn Inhibitors | AID 652106, 2013 | Potency, µM (series often up to 46.1 µM), inactives show top-dose growth rescue (activation), actives largely listed as activators | 0.14% of 370,000 active | Yeast expressing alpha-synuclein, growth rescue, BacTiter-Glo, 24 h; also: potency is read from the fitted curve at half-maximal effect; % of control where 0% means no effect; nearly all actives have a fitted effect of over 65% in size
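Readout is rescue of growth in alpha-synuclein-expressing yeast, so inhibitors of toxicity appear as activators. Growth after 24 hr at 30 deg C in galactose medium is quantified by luminescence.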
* = called active by the depositor; ? = inconclusive; · = not tested or not shown; [ ] = remark or other dose. Unless noted, calls follow the shape of the dose curve; as a rule, active = well fitted curve in the direction sought with a large enough effect; inconclusive = small, poorly fitted or top-dose-only effect, or another doubt; inactive = no such curve, though single readings can be large; an effect the other way counts as inactive or inconclusive.

SMILES | EPAC1 agonist | EPAC1 antagonist | IL-2 act | PLK1 PBD inh | PI5P4K alpha inh | FUS yeast rescue | Abeta rescue | WRN inhibitor | aSyn rescue
Cc1cccc(OC(C)C(=O)Nc2nccs2)c1 (stereo not drawn) | -2% | 11% | -1.5 | -9% | -14 | 27% | -5% | 2% | 1%
Cc1ccc(S(=O)(=O)N2C[C@H]3C(=O)C[C@@H](c4ccccc4)N(S(C)(=O)=O)[C@H]3C[C@H]2c2ccccc2)cc1 | -7% | -11% | -0.5 | 1% | -5 | ? | -7% | -12% | -3%
COc1cccc(C2(C)NC(=O)N(CC(=O)c3cc(C)n(C4CC4)c3C)C2=O)c1 (stereo not drawn) | -4% | 4% | -2.9 | -1% | 5 | · | -29% | 7% | 2%
CCOc1ccc(Br)cc1C(=O)N/N=C/c1ccc([N+](=O)[O-])cc1 | 10% | 12% | -0.4 | -7% | -13 | 7% | 0% | -2% | -3%
O=C(CN1C(=O)CCS(=O)(=O)c2ccccc21)Nc1ccccc1F | 19% | -9% | 0.6 | 2% | 3 | 0% | 5% | -11% | -2%
COc1ccc(-c2csc(NCCc3nc4cc(Cl)c(Cl)cc4n3CCCO)n2)cc1 | 0% | 1% | -0.5 | -1% | 18 | ? | 9% | -3% | 11%
Cc1cc(O)c(C(=O)Nc2cccc(Cl)c2)c(=O)n1C | -3% | -9% | -0.9 | -16% | 0 | -2% | -12% | 3% | -16%
Cc1cc(C)cc(NC(=O)c2cccc(NC(=O)c3ccco3)c2)c1 | -7% | -11% | -0.4 | -4% | 0 | 15% | -11% | -8% | -18%
CCCCN1CCCCC1C(=O)Nc1c(C)cccc1C (stereo not drawn) | -22% | 0% | -0.3 | ? | -8 | -3% | -24% | 0% | -12%
O=C(COC(=O)C1=COCCO1)Nc1ncc(C(F)(F)F)cc1Cl | 4% | -12% | -0.3 | ? | -7 | -5% | 8% | -10% | 1%
CC[n+]1cc(C)ccc1/C=C/c1ccc(N(C)C)cc1 | 0% | -17% | ? | 25% | 0 | -20% | -45%[inhibitor] | -26% | 1%
CC(C)[C@H](NC(=O)OC(C)(C)C)C(=O)N1CCC(C(=O)N[C@@H](C)C(=O)Nc2ccc(F)cc2)CC1 | -9% | -7% | -0.4 | -8% | 6 | 7% | -22% | 4% | -2%
Cc1cccc(O)c1C | -16% | ? | -0.3 | -15% | -6 | -13% | -25% | 7% | -4%
Cc1ccc(NC(=O)Nc2c(Cl)cccc2Cl)cn1 | -9% | -14% | -2.2 | -6% | -5 | -31% | -5% | 6% | 2%
CCOC(=O)c1c(C)[nH]c(N=Nc2cccc(OC)c2)c1C | -5% | -21% | -1.0 | 2% | 19 | 35% | -26% | -8% | -27%
Cc1ccc(NC(=O)C2CC(=O)N(c3ccc4c(c3)OCCO4)C2)cc1S(=O)(=O)N1CCCCCC1 (stereo not drawn) | 8% | -27% | -2.4 | 9% | 3 | 31% | 4% | -9% | 3%
COCCCNC(NC(=O)c1ccc(OC)cc1)C(Cl)(Cl)Cl (stereo not drawn) | -5% | -2% | -2.1 | 6% | 0 | 2% | 11% | 3% | 5%
COc1ccc(CN(C)CC(=O)N2CCc3ccccc3C2)cc1 | -4% | 25% | 0.5 | -3% | 3 | 15% | 5% | 8% | -1%
N#C/C(=C(/O)COC(=O)CSc1ccc2ccccc2c1)c1nc2ccccc2[nH]1 | -13% | 6% | -4.3 | 5% | -1 | · | 2% | 1% | -3%
CC1Cc2ccccc2N1Cc1nc2cc(Cl)ccc2c(=O)[nH]1 (stereo not drawn) | 0% | 4% | -1.2 | -12% | ? | 35% | 2% | ? | 12%
O=C1COc2cc(S(=O)(=O)CCC(=O)N3CCCCC3)c(Cl)cc2N1 | 4% | 14% | 0.2 | -5% | -7 | -5% | -2% | 6% | -1%
O=c1c(Cl)c(N2CCOCC2)cnn1-c1ncc(C(F)(F)F)cc1Cl | -1% | 33%[activator] | 5.3 | -4% | 3 | 16% | -17% | 2% | 0%
COc1ccccc1NC(=O)CC(=O)c1cccc([N+](=O)[O-])c1 | 6% | -18% | -3.3 | -2% | -5 | 12% | 22% | -12% | -1%
Cc1ccc(Cn2ccc(=O)c(Cc3c(Cl)cccc3Cl)c2C)cc1 | 7% | -12% | -0.4 | -11% | 5 | 32% | -2% | 0% | 13%
COc1cccc(-c2ccc(-c3noc(-c4ccccc4F)n3)c(OC)n2)c1 | -1% | 9% | 0.5 | 0% | · | -2% | 9% | 5% | 2%

(continued)
SMILES | EPAC1 agonist | EPAC1 antagonist | IL-2 act | PLK1 PBD inh | PI5P4K alpha inh | FUS yeast rescue | Abeta rescue | WRN inhibitor | aSyn rescue
COc1ccc(N=C2NC(=O)/C(=C\c3ccco3)S2)cc1 | -1% | -26% | -1.6 | -24% | -59* | 52% | -21% | ? | -15%
COc1ccc(Cl)cc1-c1csc(N)n1 | -3% | -5% | -0.9 | -4% | 0 | -10% | -49%[inhibitor] | -5% | -7%
CCCn1nnnc1NC(=O)c1cc(Br)ccc1OC | 8% | -20% | 0.0 | -11% | -2 | -18% | 9% | -5% | 0%
COc1cccc(NC(=O)CN(C)C(=O)c2ccc(NS(=O)(=O)c3ccc(F)cc3)cc2)c1 | 10% | 18% | 1.4 | -2% | -2 | 14% | 16% | -2% | 1%
CCC(=O)c1ccc(OCC(=O)N2CCN(c3ncccn3)CC2)cc1 | 9% | 9% | -2.7 | 0% | -4 | -5% | -7% | -3% | 0%
O/N=C1\CC(O)Cc2nonc21 (stereo not drawn) | 3% | 0% | 0.4 | -4% | · | 24% | 6% | 4% | -1%
N/C(=C/C(=O)c1ccccc1O)C(F)(F)F | -2% | 5% | -1.3 | -2% | -4 | -20% | -26% | -2% | -13%
O=S(=O)(c1ccc(Br)cc1)N1CCN=C1SCc1cccnc1 | -6% | -2% | -0.1 | -3% | -2 | -26% | 7% | -4% | 9%
O=C(NC1CCCc2c1cnn2-c1cc(F)cc(F)c1)c1cc[n+]([O-])cc1 (stereo not drawn) | -4% | 12% | -1.8 | 5% | -2 | 5% | -10% | 8% | 1%
CCc1nnc(NC(=O)CCC(=O)N2CCN(S(=O)(=O)c3ccc(OC)cc3)CC2)s1 | 12% | 19% | 1.2 | -12% | -2 | 1% | ? | 1% | -5%
Cc1nc2ccccc2c(=O)n1NC(=O)C1CC1 | -8% | -9% | 3.3 | 1% | 17 | -7% | -12% | 3% | -2%
O=C(NCc1ccccc1)c1cc(C2CCCN(C(=O)c3ccc4c(c3)CCO4)C2)on1 (stereo not drawn) | 7% | 1% | 0.5 | -9% | -4 | 15% | -16% | -4% | -9%
O=c1[nH]c(SCc2ccccc2)nc2c1sc1ccccc12 | -1% | 0% | 3.0 | ? | 3 | -9% | 10% | -3% | -2%
COc1ccc(OC)c(C(=O)N2CCC(C(=O)c3ccc(F)cc3)CC2)c1 | 6% | -23% | 0.0 | -4% | -10 | -2% | 1% | 7% | 6%
O=C(COC(=O)c1ccc(F)c([N+](=O)[O-])c1)NC(=O)NCc1ccccc1 | 9% | -4% | -2.6 | ? | -26 | · | -29% | 2% | -2%
O=C(O)c1cccc(N2C(=S)N=C(Nc3ccccc3)C23CCCCC3)c1 | 5% | 8% | 0.7 | -1% | -2 | 8% | 11% | -2% | 2%
CN1CCN(S(=O)(=O)c2ccc(Nc3ccc(F)cc3)nc2)CC1 | ? | 3% | -1.0 | 0% | -2 | 4% | 8% | 9% | 1%
Cc1ccc(N=Cc2nc(-c3ccco3)oc2O)cc1 | 18% | -11% | -4.9 | -2% | · | -22% | -24% | -6%[11.6 µM] | -17%
O=C(O)Cn1cc(C(=O)C2CC2)c2ccccc21 | -3% | 10% | -1.3 | -2% | · | ? | -18% | -12% | -8%
CN1CC(=O)N(CC(=O)Nc2ccc(F)cc2)c2ccccc2C1=O | 0% | 5% | -2.0 | 2% | 5 | 8% | 9% | -15% | 2%
Cc1ccc(C)c(C(=O)Cn2c(NCCO)nc3ccccc32)c1 | -7% | -10% | -3.9 | -3% | 5 | -18% | 1% | -5% | 5%
CCOc1ccc(S(=O)(=O)N2CCN(C(=O)c3oc4ccccc4c3C)CC2)cc1 | -1% | ? | -4.6 | 0% | 15 | 24% | -5% | -8% | 4%
COc1nn(CC(=O)N2N=C(C)CC2(O)C(F)F)cc1[N+](=O)[O-] (stereo not drawn) | 9% | -1% | -2.3 | -8% | -3 | 2% | 8% | 0% | -1%
COc1cccc(C(=O)Nc2cc(NC(=O)c3ccco3)ccc2OC)c1 | 14% | -4% | 1.0 | -2% | · | 15% | 9% | 0% | 1%
COC(=O)[C@@H](Cc1c[nH]c2ccccc12)NCc1cccc(B(O)O)c1 | -10% | 9% | 0.1 | -8% | -6 | -25% | 3% | 0% | 1%
Cc1ccc(NC(=O)COC(=O)CCC(=O)c2cccs2)c(C)c1 | -4% | 0% | -2.6 | -9% | -2 | -13% | -3% | -6% | 1%
O=c1oc(C2(O)CCCCC2)cc2ccc(-c3ccc4[nH]ccc4c3)cc12 | 1% | -4% | -0.2 | -5% | -22 | -3% | 9% | -1% | -19%

Structures listed so far that bear a hit mark in PI5P4K alpha inh:
| compound | EPAC1 antagonist | IL-2 act | PLK1 PBD inh | PI5P4K alpha inh | WRN inhibitor |
| --- | --- | --- | --- | --- | --- |
| COc1ccc(N=C2NC(=O)/C(=C\c3ccco3)S2)cc1 | -26% | -1.6 | -24% | -59* | ? |

From PubChem

Rows are unselected (roughly 4.1% active in at least one column).
